Pin1 inh = blocks the human prolyl isomerase Pin1 | Pin1 FP peptide displacement, HiFluor488, 10 min | actives 0.009% (n = 390,000) | Potency, µM (top dose mostly 115 µM), without a hit: at the highest dose activity, negative = inhibition, hits mostly inhibitors | Q13526; active means well fitted inhibition curve with a large enough effect in the polarisation, with a control signal flat, not every such curve was filed as active; inconclusive means small, poorly fitted or top-dose-only effect, or effect the other way, or a change in a side signal; inactive means no such curve, though single readings can be large or run the other way; the % refers to the polarisation; further: potency means the concentration at half of the fitted maximal effect; on the % scale 0 is the no-effect control and ±100 the full control effect
Target sequence (Q13526 whole entry, looked up): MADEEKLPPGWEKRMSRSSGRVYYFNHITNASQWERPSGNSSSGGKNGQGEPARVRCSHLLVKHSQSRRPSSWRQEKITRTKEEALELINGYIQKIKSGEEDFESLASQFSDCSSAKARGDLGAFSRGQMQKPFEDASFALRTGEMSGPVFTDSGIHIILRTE
JMJD2A Tudor = blocks the human JMJD2A Tudor domain | O75164 | actives 4.4% (n = 390,000) | AID 504339 | Potency, µM (top dose mostly 114 µM), for the others: at the top dose activity change, negative = inhibition, usual class: inhibitors | AlphaScreen JMJD2A-Tudor / H3K4me3 peptide binding; further: potency means the concentration at half of the fitted maximal effect; on the % scale 0 is the no-effect control and ±100 the full control effect; nearly all actives have a fitted effect of over 50% in size
PI4K2A block = blocks human PI4K2A kinase activity | purified PI4K2A, ADP-Glo luminescence, 1 h; stronger effect = lower value | Q9BTU6 | activity change, negative = inhibition, % at 76.9 µM | actives 0.13% (n = 420,000) | AID 1346378; in the data active means activity change below about -50%; inconclusive means mostly about -30% to -49%;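 further: -100% = wells without enzyme as full effect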
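Compounds are screened against recombinant PI4K2A using PI as substrate and ATP, the latter dispensed at 300 microM. Reactions run one hour at ambient temperature before ADP-Glo detection; full inhibition defined by wells lacking enzyme.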
HP1b chromo inh = inhibitors of HP1-beta chromodomain binding to methylated histone tails. AID 540317. Potency, µM (series often up to 114 µM), without a hit: at the top dose activity change, negative = inhibition, hits mostly inhibitors. actives 0.56% (n = 390,000). P83916. AlphaScreen HP1-beta / biotin-H3K9me3 peptide binding; further: potency means the concentration at half of the fitted maximal effect; nearly all actives have a fitted effect of over 70% in size; inactives centre near 23
Target sequence (P83916 whole entry, looked up): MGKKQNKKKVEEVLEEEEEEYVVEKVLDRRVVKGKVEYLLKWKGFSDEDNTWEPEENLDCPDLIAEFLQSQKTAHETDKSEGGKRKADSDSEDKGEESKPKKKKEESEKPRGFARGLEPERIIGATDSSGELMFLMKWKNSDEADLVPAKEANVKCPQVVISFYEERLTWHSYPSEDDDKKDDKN
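Compound inhibition of the preformed complex between 50 nM HP1-beta and 50 nM biotinylated H3K9me3 peptide was read by AlphaScreen. Buffer was PBS pH 7.4 with 0.01% Tween-20. Incubations ran 30 min at room temperature, with 10 ug/mL donor/acceptor beads.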
GLS inh = blocks human kidney-isoform glutaminase activity; O94925; GLS enzymatic activity, qHTS titration; Potency, µM (top dose mostly 45.5 µM), for the others: at the top dose activity change, negative = inhibition, most hits filed as inhibitors; actives 0.21% (n = 410,000); AID 624170; further: potency means the concentration at half of the fitted maximal effect; on the % scale 0 is the no-effect control and ±100 the full control effect
Target sequence (O94925 whole entry, looked up, canonical isoform): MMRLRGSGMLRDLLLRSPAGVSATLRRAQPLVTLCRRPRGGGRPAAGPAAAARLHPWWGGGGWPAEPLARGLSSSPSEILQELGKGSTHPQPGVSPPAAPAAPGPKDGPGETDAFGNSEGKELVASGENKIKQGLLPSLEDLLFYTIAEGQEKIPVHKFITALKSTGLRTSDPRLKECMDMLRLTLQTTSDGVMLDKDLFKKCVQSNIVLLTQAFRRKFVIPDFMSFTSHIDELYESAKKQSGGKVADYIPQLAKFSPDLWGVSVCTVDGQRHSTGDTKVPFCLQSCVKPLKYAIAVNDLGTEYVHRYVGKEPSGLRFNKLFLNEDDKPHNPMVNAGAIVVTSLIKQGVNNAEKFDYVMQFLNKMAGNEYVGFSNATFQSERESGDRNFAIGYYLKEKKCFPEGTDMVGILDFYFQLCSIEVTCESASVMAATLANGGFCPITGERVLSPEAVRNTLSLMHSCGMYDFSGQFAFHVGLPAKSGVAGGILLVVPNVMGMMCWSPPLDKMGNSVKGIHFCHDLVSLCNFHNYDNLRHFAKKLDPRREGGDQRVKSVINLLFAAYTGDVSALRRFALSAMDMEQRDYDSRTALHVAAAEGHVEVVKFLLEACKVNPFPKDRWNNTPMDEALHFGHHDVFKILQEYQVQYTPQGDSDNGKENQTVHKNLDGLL
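hKGA in 45 mM KH2PO4 (pH 8.2), 0.02% Tween-20 with compound, then 1mM L-Glutamine (stock as added) plus glutamate oxidase/HRP/Amplex red coupling mix. Fluorescence read initially and after 30 min at RT; signal change reflects glutamate formation.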
Tb PGK inh = blocks T. brucei phosphoglycerate kinase. actives 0.043% (n = 380,000). Potency, µM (doses to about 57.5 µM), for inactives: at the top dose activity change, negative = inhibition, most hits filed as inhibitors. PGK/GAPDH coupled, Kinase-Glo luminescence, 60 min; further: potency means the concentration at half of the fitted maximal effect; on the % scale 0 is the no-effect control and ±100 the full control effect; nearly all actives have a fitted effect of over 60% in size
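Recombinant glycosomal PGK reaction used 1,3-bisphosphoglycerate generated in-well by GAPDH (100nM final) in 100mM TEA pH 7.6, 5mM MgCl2, 0.01% Tween-20. After 60 minutes at room temperature, ATP was read by Kinase-Glo Plus luminescence end-point.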
BAZ2B block = inhibitors of human BAZ2B bromodomain. Q9UIF8. AlphaScreen BAZ2B-H3K14Ac peptide displacement. Potency, µM (highest dose often 114 µM), without a hit: at the highest dose activity change, negative = inhibition, most hits filed as inhibitors. actives 4.4% (n = 360,000). AID 504333; further: potency means the concentration at half of the fitted maximal effect; on the % scale 0 is the no-effect control and ±100 the full control effect; nearly all actives have a fitted effect of over 60% in size
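Inhibition is scored as reduced AlphaScreen emission. The BAZ2B/b-H3(5-23)K14Ac complex (50 nM each) in PBS pH 7.4, 0.01% Tween-20 meets compound (up to 110 uM) for 30 min at RT before bead addition.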
ERG-DNA inh = ERG Ets/DNA interaction inhibition; Potency, µM (series often up to 76.9 µM), for inactives: at the highest dose FP activity, negative = inhibition, most hits filed as inhibitors; P11308; AID 624246; actives 0.028% (n = 370,000); fluorescence polarization, His-ERG Ets domain / labelled DNA; active means well fitted inhibition curve with a large enough effect in the polarisation, with a control signal flat; inconclusive means small, poorly fitted or top-dose-only effect, or effect the other way, or a change in a side signal; inactive means no such curve, though single readings can be large or run the other way; the % refers to the polarisation;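 further: polarization taken with two DNA probes labelled with fluorescein and Texas red; potency means the concentration at half of the fitted maximal effect; % of control where 0% means no effect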
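His-tagged ERG Ets domain (1 uM in the protein solution; 300mM KCl, 50mM Tris-HCl, 1mM EDTA, 1mM DTT, pH 7.5) received compound, then a probe mix of 5 nM fluorescein-DNA and 100nM Texas-615-DNA. Fluorescence polarization was read for both dyes.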
G9a inh = G9a (human) methyltransferase inhibition; actives 8.8% (n = 350,000); AID 504332; G9a H3K9 monomethylation, AlphaScreen, 2 h; Q96KQ7; Potency, µM (titrated, usually from 102 µM), for inactives: at the top dose activity, negative = inhibition, usual class: inhibitors; further: potency means the concentration at half of the fitted maximal effect; on the % scale 0 is the no-effect control and ±100 the full control effect; nearly all actives have a fitted effect of over 75% in size
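Enzyme 20 nM + cpd, 15 min RT; add b-H3K9 pep 500 nM / SAM 20 uM; 2 h RT; anti-H3K9me1 Ab 0.5 ug/mL + SA donor / anti-rabbit acceptor beads 20 ug/mL each, 10 min; AlphaScreen read.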
* = called active by the depositor; [ ] = dose if it differs, or a comment. Unless noted, the call rests on the fitted dose curve; in most records, active means well fitted curve in the direction sought with a large enough effect; inconclusive means small, poorly fitted or top-dose-only effect, or another doubt; inactive means no such curve, though single readings can be large; an effect the other way counts as inactive or inconclusive.

Screening COc1ccc(-c2cc3ccccc3cn2)cc1 returned Pin1 inh -2.5%, JMJD2A Tudor 59.0%[activator], PI4K2A block 4.3, HP1b chromo inh 112.1%[activator], GLS inh -9.5%, Tb PGK inh -4.8%, BAZ2B block 83.7%[activator], ERG-DNA inh -6.1% and G9a inh -23.8%[0.501 µM].
For O=C(NC(=S)Nc1ccc(N2CCOCC2)cc1)c1cccc(Cl)c1 the results were Pin1 inh 20.1%, JMJD2A Tudor inconclusive, PI4K2A block 3.4, HP1b chromo inh inconclusive, GLS inh 2.6%, Tb PGK inh -4.9%, BAZ2B block 17.8µM*, ERG-DNA inh 0.6% and G9a inh 28.2µM*.
Screening Cc1ccccc1OC(C)C(=O)NC1CCCC1 (stereo unspecified) returned Pin1 inh -6.4%, JMJD2A Tudor 1.7%, PI4K2A block 3.6, HP1b chromo inh 17.9%, GLS inh -12.1%, Tb PGK inh 0.8%, BAZ2B block 0.8%, ERG-DNA inh -0.2% and G9a inh -2.4%[12.7 µM].
For CC(C)=CCC/C(C)=C/CNC(=O)C[C@H]1C[C@H](C(=O)N2CCCCC2)[C@@]2(CCc3ccccc3)c3[nH]c4cc(-c5ccco5)ccc4c3CCN2C1=O the results were Pin1 inh 96.9%[activator], JMJD2A Tudor -34.8%, PI4K2A block -8.0, HP1b chromo inh 7.5%, GLS inh -2.1%, Tb PGK inh 3.2% and ERG-DNA inh inconclusive.
Screening CCOC(=O)C1=C(O)/C(=C\c2ccc(CNC(=O)C(=O)Nc3ccccc3)o2)N=C1C returned Pin1 inh -22.9%, JMJD2A Tudor inconclusive, PI4K2A block -23.5, HP1b chromo inh 0.8%, GLS inh -19.6%, Tb PGK inh -5.1%, BAZ2B block 56.2µM*, ERG-DNA inh 2.4% and G9a inh inconclusive.
Screening Cc1ccc(S(=O)(=O)N2CCC(C(=O)NCCCn3ccnc3)CC2)cc1 returned Pin1 inh 1.1%, JMJD2A Tudor -2.7%, PI4K2A block -2.3, HP1b chromo inh 24.6%, GLS inh 2.1%, Tb PGK inh 5.3%, BAZ2B block -1.4%, ERG-DNA inh 2.4% and G9a inh inconclusive.
`COc1ccc2c(c1)CCc1c(C(=O)NCc3cccnc3)noc1-2` gave Pin1 inh -4.6%, JMJD2A Tudor -0.7%, PI4K2A block -0.7, HP1b chromo inh 23.2%, GLS inh 1.7%, Tb PGK inh inactive, BAZ2B block 14.6%, ERG-DNA inh -1.3% and G9a inh 39.8µM*.
`COCc1[nH]nc2c1C1(CCSCC1)C(C#N)=C(N)O2` gave Pin1 inh -0.5%, JMJD2A Tudor -13.4%, PI4K2A block 0.7, HP1b chromo inh 34.1%, GLS inh 66.2%[activator], BAZ2B block 7.8% and G9a inh -42.8%.
Screening O=C1CCCc2ccccc2N1Cc1ccc(F)cc1 returned Pin1 inh 5.0%, JMJD2A Tudor 9.0%, PI4K2A block 3.2, HP1b chromo inh 34.2%, GLS inh -8.7%, Tb PGK inh -3.1%, BAZ2B block -0.5%, ERG-DNA inh 10.7% and G9a inh 5.8%.
Screening Cc1nc(-c2cccc(C(F)(F)F)c2)sc1C(=O)O returned Pin1 inh -0.6%, JMJD2A Tudor -9.4%, PI4K2A block -6.4, HP1b chromo inh 3.1%, GLS inh 6.5%, Tb PGK inh -4.4%, BAZ2B block inconclusive, ERG-DNA inh 10.9% and G9a inh 56.2µM*.
`CC1CC(C)CN(C(=O)COC(=O)CCc2nc3ccccc3c(=O)[nH]2)C1` (stereo unspecified) gave Pin1 inh 5.0%, JMJD2A Tudor -10.0%, PI4K2A block -5.4, HP1b chromo inh 21.6%, GLS inh 1.2%, Tb PGK inh -11.4%, BAZ2B block -1.8%, ERG-DNA inh -3.4% and G9a inh 5.6%[59 µM].
`Cc1c(C)c2cc(Cl)c(O)c(CN3CCN(C)CC3)c2oc1=O` gave Pin1 inh 5.7%, JMJD2A Tudor -6.4%, PI4K2A block 1.5, HP1b chromo inh 26.3%, GLS inh 77.1%[activator], Tb PGK inh 11.2%, BAZ2B block 0.5%, ERG-DNA inh -3.7% and G9a inh 20.9%[59 µM].
`CCc1ccc(OCC(=O)O/N=C(\N)Cc2ccc([N+](=O)[O-])cc2)cc1` gave Pin1 inh 6.1%, JMJD2A Tudor 0.0%, PI4K2A block -2.4, HP1b chromo inh 63.6%[activator], GLS inh -1.0%, Tb PGK inh -9.7%, BAZ2B block -7.0%, ERG-DNA inh 10.7% and G9a inh 4.4%[59 µM].
Screening CCN1CCN(Cc2c(O)ccc3oc(C)c(C(=O)Nc4cccc(Cl)c4C)c23)CC1 returned Pin1 inh -6.6%, JMJD2A Tudor -18.1%, PI4K2A block 2.6, HP1b chromo inh 2.5%, GLS inh 5.7%, Tb PGK inh 6.8%, BAZ2B block -4.8%, ERG-DNA inh -14.8% and G9a inh -26.8%[59 µM].
`C=CCc1cc(Cl)ccc1OCCNCCN1CCOCC1` gave Pin1 inh -15.0%, JMJD2A Tudor 7.94µM*, PI4K2A block 1.6, HP1b chromo inh inconclusive, GLS inh -8.2%, Tb PGK inh inactive, BAZ2B block 31.6µM*, ERG-DNA inh 8.1% and G9a inh 10µM*.
CCOc1ccc(S(=O)(=O)N2CCC(C(=O)Nc3cc(S(C)(=O)=O)ccc3Cl)CC2)cc1 was read as Pin1 inh 38.3%[activator], JMJD2A Tudor -22.6%, PI4K2A block -2.1, HP1b chromo inh 41.4%[activator], GLS inh 3.1%, Tb PGK inh -0.2%, BAZ2B block 10.3%, ERG-DNA inh 0.2% and G9a inh 32.1%[12.7 µM].
COc1ccc(CCNC2CCN(C)CC2)cc1OC was read as Pin1 inh -1.7%, JMJD2A Tudor 3.8%, PI4K2A block 2.7, HP1b chromo inh 57.6%[activator], GLS inh -3.5%, Tb PGK inh -4.8%, BAZ2B block -4.6%, ERG-DNA inh -4.9% and G9a inh inconclusive.
Screening O=c1[nH]c(SCc2ccccc2F)nc2ccccc12 returned Pin1 inh 0.7%, JMJD2A Tudor -11.7%, PI4K2A block -5.9, HP1b chromo inh 29.5%, GLS inh 9.6%, Tb PGK inh 7.5%, BAZ2B block -17.0%, ERG-DNA inh -0.8% and G9a inh 5.4%.
`CCC(=O)N1CCc2cc(CNC(=O)Nc3cc(OC)c(OC)c(OC)c3)ccc21` gave Pin1 inh -1.8%, JMJD2A Tudor -23.3%, PI4K2A block 5.9, HP1b chromo inh 38.7%[57 µM], GLS inh 0.3%, Tb PGK inh -0.7%, BAZ2B block 6.0%, ERG-DNA inh 3.2% and G9a inh 13.7%[59 µM].
For COc1ccccc1C(=O)OCCN1CCOCC1 the results were Pin1 inh 1.4%, JMJD2A Tudor -6.0%, PI4K2A block -2.6, HP1b chromo inh 19.5%, GLS inh 1.1%, Tb PGK inh 3.7%[11.5 µM], BAZ2B block -6.6% and G9a inh inconclusive.
Screening CCn1cc(C(=O)NCc2ccccc2Cl)c(=O)c2cc(S(=O)(=O)N3CCCCCC3)ccc21 returned Pin1 inh 54.1%[activator], JMJD2A Tudor -1.0%, PI4K2A block 1.4, HP1b chromo inh 48.4%[activator], GLS inh 1.9%, Tb PGK inh -0.6%, ERG-DNA inh -0.7% and G9a inh 8.2%[59 µM].
For O=C(O)CN1CCCC1=Nc1ccccc1 the results were Pin1 inh -4.5%, JMJD2A Tudor -14.7%, PI4K2A block 0.1, HP1b chromo inh 37.6%, GLS inh 2.6%, Tb PGK inh -8.1%, BAZ2B block 89.1µM*, ERG-DNA inh -3.6% and G9a inh inconclusive.
`Cc1ccc(C)c(N2CCN(c3ncnc4c3nc3n4CCCC3)CC2)c1` gave Pin1 inh -8.9%, JMJD2A Tudor -15.2%, PI4K2A block -4.3, HP1b chromo inh -0.9%, GLS inh -9.3%, Tb PGK inh 3.7%, BAZ2B block inconclusive, ERG-DNA inh -7.4% and G9a inh -41.0%[59 µM].
COc1ccc(CCNC(=O)Cn2c(=O)n(-c3ccc(F)cc3)c(=O)c3sccc32)cc1OC was read as Pin1 inh 12.4%, JMJD2A Tudor -15.4%, PI4K2A block 0.5, HP1b chromo inh 29.3%, GLS inh -4.0%, Tb PGK inh 1.3%, BAZ2B block -13.3%, ERG-DNA inh -1.0% and G9a inh 34.2%[59 µM].
Cc1cc(C)nc(N(C#N)CCOc2ccccc2)n1 was read as Pin1 inh -2.9%, JMJD2A Tudor 7.9%, PI4K2A block 0.6, HP1b chromo inh 50.4%[activator], GLS inh 0.4%, Tb PGK inh -0.4%, BAZ2B block 2.8%, ERG-DNA inh 0.7% and G9a inh 5.3%[59 µM].
`S=c1[nH]nc(C2CCCCC2)n1/N=C/c1ccc(Br)s1` gave Pin1 inh inconclusive, JMJD2A Tudor -21.8%, PI4K2A block -4.2, HP1b chromo inh 25.7%, GLS inh inconclusive, Tb PGK inh 0.4%, BAZ2B block 9.9%, ERG-DNA inh 8.7% and G9a inh 8.91µM*.
COc1ccc(/C=C(\C#N)C(=O)Nc2ccccn2)cc1 was read as Pin1 inh -3.4%, JMJD2A Tudor -17.6%, PI4K2A block 2.2, HP1b chromo inh 20.0%, GLS inh 0.5%, Tb PGK inh -1.6%, BAZ2B block 1.3%, ERG-DNA inh -6.5% and G9a inh -27.9%.
`CCOc1ccc(N2CC(C(=O)Nc3ccc(N4CCOCC4)cc3)CC2=O)cc1` (stereo unspecified) gave Pin1 inh -9.2%, JMJD2A Tudor -26.2%, PI4K2A block -17.9, HP1b chromo inh 30.1%, GLS inh 17.9%, Tb PGK inh -2.9%, BAZ2B block -1.2%, ERG-DNA inh 7.8% and G9a inh 10.3%[59 µM].

From PubChem BioAssay
